hcDAF12 agonist – H. contortus DAF-12 nuclear receptor activators, primary screen, cell-based, luminescence, HEK293, lit1-tk-luc reporter; AID 652067, 2013; activation, % at 6.8 µM; actives 1.4% (n = 370,000); HEK293 hcDAF-12 lit1-tk-luc reporter; 0% DMSO, 100% Δ7-dafachronic acid;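 active means activation above the mean of all tested compounds plus 3 SD, cut at about 5.5% in these data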;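 further: 100% = response to 3 µM Δ7-dafachronic acid high control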
DAX1 inh-1 – DAX1 (NR0B1) inhibitors, primary screen, cell-based, HEK293, Gal4-DAX1, luciferase luminescence | AID 504766, 2011 | actives 0.99% (n = 340,000) | HEK293 Gal4-DAX1 luciferase reporter | Nuclear receptor subfamily 0 group B member 1 (Homo sapiens), P51843 | inhibition, % at 6.75 µM;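 active means inhibition above the mean over all tested compounds plus 3 SD, cut at about 4.2% in these data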;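 further: 0% = DAX1-transfected cells with DMSO and 100% = empty-vector control cells with DMSO; inhibition shows as a rise in luminescence from relieved DAX1 repression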
Target sequence (P51843 207-470 limits assumed): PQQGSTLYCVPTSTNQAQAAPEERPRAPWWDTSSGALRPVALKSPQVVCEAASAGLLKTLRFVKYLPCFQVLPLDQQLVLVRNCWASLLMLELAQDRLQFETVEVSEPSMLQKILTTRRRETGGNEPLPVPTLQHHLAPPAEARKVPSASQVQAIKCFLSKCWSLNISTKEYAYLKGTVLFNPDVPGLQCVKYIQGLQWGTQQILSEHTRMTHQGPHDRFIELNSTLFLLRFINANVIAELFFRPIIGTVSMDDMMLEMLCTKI
PLCg1 inh – PLC-gamma1 enzyme inhibitors, primary screen, biochemical, fluorescence, purified enzyme | AID 720700, 2013 | fluorogenic substrate | actives 0.84% (n = 370,000) | 1-phosphatidylinositol 4,5-bisphosphate phosphodiesterase gamma-1 (Homo sapiens), P19174 | inhibition, % at 12.2 µM; in the data active means inhibition above about 9.5%
hgDAF12 agonist – H. glycines DAF-12 receptor agonists, primary screen, cell-based, luminescence, HEK293, GAL4 fusion, UAS-luciferase. Nuclear hormone receptor DAF-12 (Heterodera glycines), GAL4 fusion. HEK293 GAL4-hgDAF12 UAS-luciferase reporter, agonist luminescence; normalized to butyrate control. activation, % at 6.8 µM. actives 1.8% (n = 370,000);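 active means activation above a cutoff set at the mean of all screened compounds plus 3 SD, cut at about 10% in these data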;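 further: 0% = DMSO wells and 100% = sodium butyrate wells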
ADAM17 inh – ADAM17 inhibitors, primary screen, biochemical, QFRET; Disintegrin and metalloproteinase domain-containing protein 17 (Homo sapiens), P78536; recombinant ADAM17, EDANS/DABCYL FRET peptide cleavage; inhibition, % at 6.95 µM; actives 0.83% (n = 370,000);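 active means inhibition above the mean of compounds lying between control limits plus 3 SD, set per campaign, cut at about 8.5% in these data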;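 further: 0% = DMSO-only wells as the low control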
Target sequence (P78536 215-824 limits assumed): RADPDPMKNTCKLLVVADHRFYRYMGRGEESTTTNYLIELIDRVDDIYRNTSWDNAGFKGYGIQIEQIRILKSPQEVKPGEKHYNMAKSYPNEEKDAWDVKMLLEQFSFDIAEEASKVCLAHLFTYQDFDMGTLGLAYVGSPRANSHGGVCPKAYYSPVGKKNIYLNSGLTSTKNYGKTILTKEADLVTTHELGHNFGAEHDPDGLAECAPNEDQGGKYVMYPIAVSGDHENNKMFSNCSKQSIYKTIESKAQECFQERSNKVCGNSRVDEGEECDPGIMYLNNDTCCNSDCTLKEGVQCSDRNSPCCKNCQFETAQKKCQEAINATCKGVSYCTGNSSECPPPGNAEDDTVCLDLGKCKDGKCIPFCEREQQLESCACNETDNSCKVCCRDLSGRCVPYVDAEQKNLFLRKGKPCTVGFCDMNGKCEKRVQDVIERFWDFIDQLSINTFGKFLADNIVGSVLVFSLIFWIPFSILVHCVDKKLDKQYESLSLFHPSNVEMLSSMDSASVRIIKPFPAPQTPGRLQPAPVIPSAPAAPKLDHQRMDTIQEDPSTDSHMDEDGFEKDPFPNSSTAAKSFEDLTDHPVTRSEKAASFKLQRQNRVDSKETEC
DAX1 inh-2 – DAX1 (NR0B1) inhibitors on StAR promoter, primary screen, cell-based, luminescence, SF-1 (NR5A1), full-length DAX-1; actives 1.1% (n = 370,000); AID 652010, 2013; HEK293T StAR-luciferase reporter, SF-1/DAX-1 repression relief; inhibition, % at 6.8 µM;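 active means inhibition above the mean over all tested compounds plus 3 SD, cut at about 3.6% in these data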;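 further: 0% = DAX-1 cells with DMSO and 100% = cells lacking DAX-1 with DMSO; higher inhibition means more luminescence from relief of DAX-1 repression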
PLCb3 inh – human PLC-beta3 inhibitors, primary screen, biochemical, fluorescence; 1-phosphatidylinositol 4,5-bisphosphate phosphodiesterase beta-3 (Homo sapiens), Q01970; Purified PLC-beta3, fluorogenic substrate; inhibition, % at 12.2 µM; actives 0.18% (n = 370,000); in the data active means inhibition above about 11%;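 further: 0% = median of compound wells on plate and 100% = full blocker control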
sPLA2-III inh – human group III sPLA2 inhibitors, primary screen, biochemical, QFRET, BODIPY PC-A2 liposome substrate; QFRET BODIPY PC-A2 liposome hydrolysis, fluorescence; Group 3 secretory phospholipase A2 (Homo sapiens), Q9NZ20; actives 0.56% (n = 370,000); inhibition, % at 12.2 µM;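 active means inhibition above mean plus 3 SD of compounds lying within the high and low control bounds, cut at about 19% in these data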;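 further: 0% = median of test compound wells and 100% = no enzyme DMSO wells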
ADAM10 inh – human ADAM10 inhibitors, primary screen, biochemical, QFRET, HTS. Disintegrin and metalloproteinase domain-containing protein 10 (Homo sapiens), O14672. recombinant ADAM10, EDANS/DABCYL FRET peptide cleavage, 3 h. inhibition, % at 7 µM. actives 0.62% (n = 370,000);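 active means inhibition above a per-campaign cutoff equal to the mean of compounds falling between control-based bounds plus 3 SD, cut at about 20% in these data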;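 further: 0% = DMSO wells while the 100% control is not disclosed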
ssDAF12 agonist – S. stercoralis DAF-12 nuclear receptor activators, primary screen, cell-based, luminescence, HEK293, GRIP1 co-expression, lit1-tk-luc | Nuclear hormone receptor DAF-12 (Strongyloides stercoralis) | HEK293 ssDAF-12/GRIP1 lit1-tk-luc reporter; % of 3 µM dafachronic acid response | activation, % at 6.8 µM | actives 1% (n = 370,000) | AID 652126, 2013;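 active means activation above the mean over all tested compounds plus 3 SD, cut at about 0.9% in these data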;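 further: 0% = DMSO-only wells and 100% = 3 µM delta7-dafachronic acid wells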
FXN GAA850 act – FXN promoter activators, primary screen, cell-based, luciferase luminescence, HEK293 lucGAA850 | HEK293 lucGAA850 FXN promoter luciferase reporter, 24 h; percent of 10 µM SAHA response | activation, % at 6 µM | actives 0.56% (n = 360,000) | AID 540364, 2011;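 active means activation above the average of all compounds screened plus 3 SD, cutoff fixed separately per campaign, cut at about 7.5% in these data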;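 further: 0% = DMSO wells and 100% = 10 µM SAHA wells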
* = called active by the depositor; x = no result given. Compounds as they come. Share with any hit: about 6.9%.

SMILES	hcDAF12 agonist	DAX1 inh-1	PLCg1 inh	hgDAF12 agonist	ADAM17 inh	DAX1 inh-2	PLCb3 inh	sPLA2-III inh	ADAM10 inh	ssDAF12 agonist	FXN GAA850 act
CC(=O)c1ccc(CCCc2ccc(C(C)=O)cc2)cc1	0.2	1.3	-4.6	4.5	-2.2	-0.6	-1.2	-11.2	-3.7	-1.2	5.0
COCCNC(=O)C1(C)CCN(C(=O)c2cc(C(C)(C)C)nn2C)C1 (configuration not stated)	-0.5	x	-0.8	3.2	-3.3	0.8	3.9	0.4	-10.8	-1.4	1.1
Cc1ccc(C)c(S(=O)(=O)N2CCN(C(C(=O)Nc3ccc(F)cc3)c3ccccc3)CC2)c1 (configuration not stated)	-0.2	-1.2	-0.4	0.4	-0.8	0.5	-1.0	0.6	2.0	-1.0	3.1
O=C(c1ccc2[nH]c(=O)c(=O)[nH]c2c1)N1CCN(Cc2ccccc2)CC1	0.4	0.3	-60.5	2.2	-42.7	0.2	-95.9	0.7	-135.1	-0.3	-0.6
Cc1cccc(S(=O)(=O)NC(=O)C2(C)CCN2C(=O)c2ccc(C3CCCCC3)cc2)c1 (configuration not stated)	-0.9	x	-1.5	0.2	-1.4	1.1	2.6	7.8	-8.6	-0.3	0.8
Cn1c(=O)c2[nH]c(CN3CCN(Cc4ccccc4)CC3)nc2n(C)c1=O	2.3	0.3	1.8	2.1	1.8	0.3	4.6	1.2	9.1	-1.3	-0.8
O=C(COc1cccnc1[N+](=O)[O-])N1CCC(Cc2ccccc2)CC1	-2.4	0.2	2.4	-0.2	-0.3	0.5	0.9	-7.8	0.6	-1.2	1.0
COc1ccc(NC2=C(C(C)=O)C(c3ccc(OC)c(OC)c3)C(C(C)=O)C(C)(O)C2)cc1 (configuration not stated)	-1.1	-0.1	-3.3	1.1	0.9	-0.7	-1.6	0.9	-1.1	-1.8	1.5
O=c1[nH]c(SCc2cccc(Cl)c2)nc2c1CCCC2	1.0	0.6	-1.0	0.9	0.9	-0.2	-3.1	1.9	4.1	-0.7	-2.7
O=c1[nH]c(C2CCCN(S(=O)(=O)c3ccccc3F)C2)nc2c1nnn2Cc1ccccc1Cl (configuration not stated)	-2.0	1.4	-0.1	-1.9	-5.0	0.2	-7.0	-9.6	0.7	0.5	0.5
CCOC(=O)Nc1oc2ccccc2c(=O)c1CN1CCOCC1	-1.1	-1.9	-2.4	-1.1	-7.8	-0.7	-2.3	-0.7	-11.1	-0.8	0.2
Cc1nc2cnccc2n1C	1.9	0.8	0.5	0.4	-2.8	0.2	-1.2	3.2	-6.0	-1.4	-1.4
COc1ccc(Nc2nc3ccccc3nc2NS(=O)(=O)c2ccc(NC(C)=O)cc2)cc1	-1.6	-2.5	-29.9	-2.7	-6.3	0.1	-53.5	-34.5	-3.0	-1.1	-0.6
COc1ccc(C(=O)NCC(=O)N=Nc2c(O)n(Cc3ccccc3)c3ccccc23)cc1OC	-3.0	-0.3	-0.8	-5.7	3.4	-1.0	0.4	-8.4	5.0	-1.7	0.9
Cc1ccc(O)c(N=NC2=C(O)CC(C)(C)CC2=O)c1	0.2	0.2	-2.8	2.3	2.1	-1.4	-2.5	-1.8	3.8	-0.6	-1.2
CN(C)c1ccc(N=Nc2nc3ccccc3n2C)cc1	0.9	-6.7	7.0	-9.3	2.3	-1.6	5.5	32.4*	12.0	-2.3	-11.2
CC(=O)C1=C(C)OC(N)=C(C#N)C1c1ccco1 (configuration not stated)	-0.5	-0.5	-29.6	2.4	-8.5	-0.1	-32.0	-0.1	-7.9	-1.0	1.7
CCOC(=O)N1CCC(=NNc2ccc(S(N)(=O)=O)cc2[N+](=O)[O-])CC1	-1.7	-0.9	0.1	-2.6	0.3	-0.5	-2.4	0.8	11.4	-1.4	-0.1
CCOC(=O)CCCCC(=O)c1[nH]c(=O)[nH]c1CSc1nnc2c3ccccc3n(C(C)C)c2n1	-1.0	-0.9	1.4	-3.8	7.2	0.0	-4.5	-7.6	14.2	-1.5	3.1
Cc1oc(-c2ccc(Cl)cc2)cc1C(=O)N1CCC1(C)C(=O)O (configuration not stated)	1.6	x	0.4	5.3	-7.0	1.5	-3.9	-2.6	-14.7	-0.6	1.4
CS(=O)(=O)c1ccc(-c2nnc(NC(=O)c3ccco3)o2)cc1	0.6	0.2	-24.9	1.2	-17.6	2.1	-28.7	-0.4	-58.2	-0.5	0.8
O=C(CC1C(=O)NC2CCCCC2N1C(=O)c1ccc([N+](=O)[O-])cc1)Nc1ccccc1 (configuration not stated)	-0.6	4.1	-2.5	2.4	-4.1	-0.3	-6.1	-1.4	-2.5	-1.9	1.2
Cc1c(OCc2ccccc2)c(=O)ccn1Cc1ccc(F)cc1	-1.3	-0.1	-1.8	0.7	0.3	-0.8	2.3	-3.5	-0.2	-1.4	1.1
CC(=O)Nc1ccccc1-c1nnc(SCc2ccccc2Cl)[nH]c1=O	-0.4	2.4	-0.8	-0.6	-2.2	-0.2	1.0	-8.8	-1.5	-0.7	0.0
CCc1ccc(NC2=CC(=O)C(=O)c3ccccc32)cc1	0.8	-0.8	-15.2	5.7	-6.6	-0.8	-32.9	3.8	-2.6	0.3	0.4
Next section.
SMILES	hcDAF12 agonist	DAX1 inh-1	PLCg1 inh	hgDAF12 agonist	ADAM17 inh	DAX1 inh-2	PLCb3 inh	sPLA2-III inh	ADAM10 inh	ssDAF12 agonist	FXN GAA850 act
COc1cc(CNCCCN2CCOCC2)cc(Cl)c1OCC(=O)NC(C)(C)C	-0.7	-1.0	1.1	-2.6	-4.2	0.0	-2.5	10.8	4.0	-0.8	-1.1
O=C(c1ccc(Br)cc1)c1cc([N+](=O)[O-])ccc1N1CCOCC1	-0.7	-2.6	2.8	2.9	-1.6	-1.9	2.2	12.9	0.2	-1.6	-2.0
CN(C(=O)CN1C(=O)NC2(CCc3ccccc32)C1=O)C1CCS(=O)(=O)C1 (configuration not stated)	1.1	0.3	-0.3	1.2	-2.8	-1.8	-2.8	7.4	-11.3	-0.4	0.9
COc1ccc(C(C)NC(=S)NC2CCCC2)cc1OC (configuration not stated)	1.1	-0.7	1.3	-0.7	-4.5	-0.3	4.2	8.3	-0.6	-0.4	0.9
CC(=O)N[C@@H]1c2c(ccc3ccccc23)OC[C@@H]1COC(C)=O	-1.4	x	0.2	0.8	-2.7	0.5	0.8	7.5	-9.1	-0.9	0.3
CCc1cc(=O)n2[nH]c(-c3ccccc3)c(-c3ccccc3)c2n1	-1.1	0.3	-18.2	-1.3	-16.5	0.2	-22.0	-2.3	-57.2	-1.2	-1.1
CCCc1cc(=O)[nH]c(SCC(=O)N2CCCc3ccccc32)n1	1.3	-0.4	-2.1	-4.4	-7.4	0.1	-7.8	2.8	-7.3	-0.9	0.2
N#CC(C#N)=Cc1c(N2CCN(c3ccccc3)CC2)nc2ccccn2c1=O	1.2	0.2	-28.4	2.2	-8.8	0.3	-40.8	-0.5	-19.0	-0.7	3.7
c1ccc2c(c1)nc(N1CCOCC1)c1ccccc12	0.5	1.2	-40.7	0.8	-9.8	-0.3	-69.9	0.2	-11.0	-1.4	-1.3
CCCC1(C(=O)OCC)NC(c2ccc(O)cc2)C2C(=O)N(c3cccc(C(C)=O)c3)C(=O)C21 (configuration not stated)	0.1	1.3	0.7	1.8	2.6	0.4	-2.2	-16.8	5.8	-1.4	0.1
COc1cccc(NC(=O)Nc2nnc(N3CCCCC3C)s2)c1 (configuration not stated)	-4.8	-0.4	1.7	6.2	1.5	0.9	1.8	-20.3	1.5	-1.8	2.5
CCCCCc1nnc(NC(=O)C2=COCCO2)s1	9.0*	3.1	7.0	19.9*	-10.7	11.2*	-9.0	-28.3	-2.5	1.9*	2.2
O=C(O)CSc1cc(NS(=O)(=O)c2cccc([N+](=O)[O-])c2)c2ccccc2c1O	4.1	0.3	-2.1	0.1	-4.9	-0.8	-13.8	11.4	-6.3	1.0*	0.2
CCOc1cc(C(=O)NN=C2CCCC2)cc(OCC)c1OCC	0.1	0.4	-1.3	-4.3	2.0	6.9*	-6.6	3.9	-2.9	-0.2	-2.0
CCN(C[C@H]1N[C@@](Cc2ccccc2)(C(=O)OC)[C@H]2C(=O)N(Cc3ccccc3)C(=O)[C@@H]12)S(=O)(=O)c1ccc(C(C)(C)C)cc1	2.5	-1.0	2.4	-1.6	6.7	-0.4	5.6	-8.7	-6.3	-1.1	0.3
CN1C(=O)S/C(=C/c2ccc(OCc3cccc(C(=O)O)c3)cc2)C1=O	1.0	-0.2	4.8	3.5	-2.3	0.5	-4.8	-6.2	-0.2	-0.8	2.4
O=c1c2c(nc3n1CCCCC3)-c1ccccc1CC21CCCC1	0.5	-0.8	-1.7	0.6	-1.9	0.6	1.0	3.8	-2.1	-1.5	1.1
CCOC(=O)c1cnc(-n2nc(C)cc2C)nc1Nc1cccc(C(C)=O)c1	0.4	2.4	-2.2	1.0	-1.1	0.5	3.6	2.5	-10.3	-0.9	0.6
S=C(NC1CCCC1)N1CCN(c2ccccn2)CC1	0.4	-0.7	0.4	-0.1	-2.2	-0.1	-0.8	3.7	-10.8	-0.6	2.9
Cc1ccc(COc2ccc3c(c2)OCO3)cc1	0.6	1.0	-2.8	9.9	-3.6	0.7	-3.0	4.5	-0.2	0.2	6.6
CC(C)(C)c1ccc(C(=O)/C=C2\NC(=O)CS2)cc1	6.1*	-0.9	1.2	11.8*	-1.2	5.2*	-1.7	-5.6	1.0	0.2	5.7
Nn1c(SCC(=O)NCCCc2ccccc2)nnc1-c1cccnc1	-2.1	0.7	1.9	-3.1	-5.1	-0.7	-9.8	6.5	-4.9	-1.2	0.5
COc1ccccc1CN1CC(C(=O)N(C)CCCn2nc(C)cc2C)CCC1=O (configuration not stated)	-2.4	1.2	-1.0	2.6	-0.3	-0.8	-6.2	1.4	3.0	-0.7	-1.1
COC(=O)c1cc(OC)c(OC)cc1NC(=O)c1cccc(OC)c1OC	-1.7	-0.7	-9.9	-2.0	-1.9	-1.7	-9.2	1.4	-14.8	-2.0	1.1
CC1CCc2c(nc3nc[nH]n3c2=O)C1 (configuration not stated)	-0.8	1.4	-2.0	-0.9	-2.0	-1.0	-0.3	6.0	-4.0	-1.3	-1.7
